High-throughput results (PubChem BioAssay)
bCat nuc transl – modulators of beta-catenin nuclear translocation, primary screen, imaging, HeLa cells, immunofluorescence, high-content; nuclear translocation activity, % at 5 µM; 190,000 compounds, 0.3% hits; AID 1665, 2009;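 active = nuclear translocation activity above 50% at 5 µM, with a well cell count of 50 or more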;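 note: per-cell ratio of nuclear to cytoplasmic median beta-catenin stain intensity; plate controls were DMSO negative control for no effect and GSK-3 inhibitor IX positive control for full effect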
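Read-out: Nuclear/cytoplasmic beta-catenin signal ratio, % activation | Assay system: Human HeLa cell line | Times: 24 h compound exposure at 37°C, 5% CO2 | Signal: Fluorescence imaging of beta-catenin antibody stain plus DAPI | Dosing: 5 µM primary, 0.02–20 µM confirmation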
PMI inhibition – human PMI inhibitors, high substrate, primary screen, biochemical, fluorescence intensity, high mannose 6-phosphate (AID 1220); 190,000 compounds, 0.66% hits; inhibition, % at 20 µM; hits with a dose series show IC50 in µM; Mannose-6-phosphate isomerase (Homo sapiens); recombinant PMI enzyme, coupled fluorescence intensity; higher % means a stronger effect
MT stabilizer – microtubule stabilizers in HeLa cells, primary screen, imaging, high-content imaging | HeLa tubulin immunostaining HCS, 24 h; share of cells brighter than vehicle mean+2SD | 200,000 compounds, 0.83% hits | % tubulin-high responders, % at 10 µM;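 active = plate Z-score above 3 for both tubulin-high and condensed-nucleus cell shares, with cell loss under 80%, at 10 µM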;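 note: anti alpha tubulin signal scored within the nucleus-defined area of each cell; some results filed as inactive read as strong as hits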
Autophagy HCS – autophagy modulators in MEF cells, primary screen, imaging, high-content, MEF GFP-LC3. MEF GFP-LC3 puncta imaging; test concentration mostly 10 µM. calls only at 10 µM (by protocol). 190,000 compounds, 0.98% hits;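 active = percentage of spot-positive cells more than 3 SD above its plate mean, without a fluorescence outlier flag or 80% toxicity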;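 note: spot-positive cell cutoff set from DMSO-treated cells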
T cell modulator – modulators of CD8 T cell-vesicle binding, primary screen, mouse 2C CD8+ T cells, flow cytometry. 2C CD8+ T cell-vesicle binding; hits give low values. calls only at 7 µM. 330,000 compounds, 0.068% hits;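 active = response, share of CD8 T cells binding vesicles, and their 90th percentile fluorescence all below set limits, cut at about 80% in these data, passing the limit was not always enough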
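Read-out – percent CD8+ FL2 mean versus row control · System – murine 2C transgenic CD8+ T lymphocytes · Times – 1.5 h cell–vesicle binding at 37 °C, then 20 min icy labelling · Control set – naked vesicles low, QL9 vesicles with vehicle high · Detection – cytometric PE anti-B7-1 and Alexa647 anti-CD8 signals after 1% paraformaldehyde fixation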
Lipid droplet – inhibitors of hepatocyte lipid droplet formation, primary screen, imaging, high-throughput imaging, BODIPY stain. AML12 mouse hepatocytes, oleate lipid droplets. inhibition, % at 6.5 µM. 240,000 compounds, 0.4% hits. AID 1656, 2009;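 active = lipid droplet intensity inhibited by at least 50%, with more than 500 cells counted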
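System: AML12 hepatocytes (mouse). Probe or stimulus: oleic acid at 100 µM to induce lipid droplet formation. Times: overnight treatment with compound plus oleate. Detection: Image-based BODIPY and DAPI two-channel analysis. Evaluation: percent inhibition of filter-corrected integrated lipid droplet intensity per well.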
PMI inhibitors – inhibitors of human PMI, primary screen, biochemical, fluorescence intensity, coupled assay (AID 1209) | Mannose-6-phosphate isomerase (Homo sapiens) | purified PMI enzyme, coupled fluorescence intensity; higher % means a stronger effect | one-dose inhibition, % at 20 µM; IC50 in µM for titrated hits | 190,000 compounds, 0.42% hits;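 note: plate controls were DMSO vehicle for no effect and wells lacking substrate for full effect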
TNAP activation fold – human TNAP enzyme activators, primary screen, biochemical, luminescent, no phosphate acceptor, uHTS (AID 1001); Alkaline phosphatase, tissue-nonspecific isozyme (Homo sapiens); purified TNAP, luminescent activation assay, no phosphate acceptor; higher activation fold means a stronger effect; one-dose activation fold at 20 µM; EC50 in µM for titrated hits; 200,000 compounds, 0.03% hits; in the data active = activation fold from about 3, or a potency from the dose series; inactive = the rest, 99 in 100 with activation fold below about 1.6; note: many of its hits are not listed in these tables
Ins promoter up – insulin promoter activators in MIN6 cells, imaging, high-content screening, mouse beta cells; z-score at 5 µM; MIN6 insulin promoter-GFP reporter; hits give high values; 190,000 compounds, 0.3% hits;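 active = z-score above 3 at 5 µM with at least 500 cells counted in the well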
Ins promoter up cell count – further read-out of Ins promoter up, marked with its call; cell count; measured here: cytotoxicity, nuclei count;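 total cells summed across four imaged fields per well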
Lipid droplet cells 6.5 µM – further read-out of Lipid droplet, marked with its call; cell count; measured here: cell count, cytotoxicity flag;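 cells counted across two imaged fields per well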
bCat nuc transl cell count 5 µM – second read-out of bCat nuc transl, no call of its own (marks repeat the call); cell count; measured here: cell count, cytotoxicity flag
T cell modulator vesicle-bound % – recorded beside T cell modulator, whose call it bears; double positive events, %; measured here: CD8+ vesicle-bound cell fraction;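 binding gate set so that unloaded-vesicle control wells show 10% double positive cells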
MT stabilizer Hoechst-high % – further read-out of MT stabilizer, marked with its call; % Hoechst-high responders; measured here: nuclear condensation Hoechst responders;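 share of cells brighter than vehicle mean plus two SD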
MT stabilizer cytotoxicity % – further read-out of MT stabilizer, marked with its call; toxicity, %; measured here: cytotoxicity by cell density;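 0% = mean cell density of plate MIN control wells and 100% = no cells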
Autophagy HCS cell loss 18 h – second read-out of Autophagy HCS, no call of its own (marks repeat the call); toxicity, %; measured here: cell loss, nuclei count;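 cell loss after 18 h compound exposure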
* marks the source's active call; other numbers are inactive results; i = inactive; / = no result given. Cut-off read from the data, not from the text of the source, unless noted: active = inhibition above about 50%; inactive = the rest.

SMILES	bCat nuc transl	bCat nuc transl cell count 5 µM	PMI inhibition	MT stabilizer	MT stabilizer Hoechst-high %	MT stabilizer cytotoxicity %	Autophagy HCS	Autophagy HCS cell loss 18 h	T cell modulator	T cell modulator vesicle-bound %	Lipid droplet	Lipid droplet cells 6.5 µM	PMI inhibitors	TNAP activation fold	Ins promoter up	Ins promoter up cell count
COc1ccc(NC(=O)Nc2ccc(Br)c(C)c2)cc1	-5.0	1116	-1.1%	1.3	1.7	9.5	i	11.4	i	26.7	-22.6	642	-6.3%	1.2	-0.06	1614
COc1cc(OC)cc(C(=O)Nc2ccc(CN3CCCCC3)cc2)c1	-5.4	1145	-6.1%	3.8	1.5	2.1	i	5.3	i	37.3	-5.7	650	-9.7%	1.2	-0.78	1550
O=C(O)c1c(Cl)c(Cl)c(Cl)c(Cl)c1C(=O)N1CCCC1	-9.2	1165	-9.4%	1.4	1.4	8.1	i	-3.0	i	15.3	10.6	758	-0.6%	1	-0.75	805
Cc1c(N(C(=O)c2ccccn2)C2(C(=O)NC3CCCC3)CCCCC2)c(=O)n(-c2ccccc2)n1C	-0.6	1086	-5.1%	4.9	1.4	11.5	i	6.9	i	55.5	6.3	761	-2.5%	1.1	0.72	1269
CCOC(=O)c1c(C)[nH]c(N=Nc2cccc(OC)c2)c1C	4.3	1003	14.1%	4.0	3.8	7.5	i	-0.6	i	4.8	8.1	697	10.8%	0.8	-0.42	1063
COc1ccc(NC(=O)c2ccc3snnc3c2)cc1	-2.2	1142	-1.3%	2.1	2.1	5.0	i	0.8	i	49.6	21.6	783	-5.0%	1.1	0.6	1191
Cn1cccc1Cc1nnc(SCC(=O)NCc2ccccc2Cl)n1-c1ccc(F)cc1	/	/	0.8%	1.6	3.1	11.4	i	3.7	i	32.8	/	/	-0.3%	1.2	-0.87	966
Cc1cc(C)cc(N(CC(=O)NCc2ccco2)C(=O)c2snc(C(N)=O)c2N)c1	1.3	1079	2.5%	3.6	2.5	4.2	i	13.7	i	24.3	-3.4	737	0.0%	1.1	-0.23	1143
O=C(CSc1cccc2cccnc12)N1CCCC1	-0.8	1028	14.9%	4.0	3.2	3.1	i	-43.9	i	42.2	2.6	683	13.7%	1	1.15	1228
COCCN(C(=O)CSc1nnc2cc(C)c3ccccc3n12)c1c(N)n(Cc2ccccc2)c(=O)[nH]c1=O	0.6	435	-5.4%	1.9	3.0	19.0	i	-2.3	i	20.8	1.2	677	-8.4%	1.2	-0.06	1259
Cc1cccc(NC(=O)CN2C(=O)COc3ccc(Cl)cc32)c1	-8.3	1154	10.3%	/	/	/	/	/	i	29.0	1.8	746	14.5%	1.1	/	/
Cc1ccc(C)c(C(=O)CSc2nnnn2-c2cccnc2)c1	2.1	1209	0.2%	1.9	2.2	8.0	i	-9.0	i	12.2	1.6	785	9.9%	1	0.13	1245
O=C(Cc1cccs1)Nc1cccc(C(=O)Nc2ccc(C(=O)O)cc2)c1	0.2	1501	1.6%	8.3	1.6	9.0	i	-4.1	i	55.4	-0.1	704	9.5%	1.1	0.47	1491
CC(=O)N/C(=C\c1cccs1)C(=O)O	-0.5	1114	-9.5%	3.2	1.7	6.5	i	7.6	i	36.7	2.8	763	-14.8%	1	-0.61	1208
COC(=O)c1ccc(CN2C(=O)NC(CC(C)C)C2=O)cc1 (stereo not given)	-1.3	1085	-7.9%	4.1	1.5	8.4	i	-1.4	i	27.8	0.9	661	-8.7%	1.1	-0.25	1198
Oc1ccc2ccccc2c1C=Nc1ccccc1-c1nc2ccccc2[nH]1	-2.1	1168	22.9%	2.4	2.0	1.3	i	6.9	i	21.2	10.5	790	30.5%	1	-0.88	826
Cn1c(N=NC(=O)c2ccccc2)c(O)c2ccccc21	/	/	0.9%	1.9	1.9	6.5	i	-2.8	i	32.3	-3.2	658	-5.1%	0.9	0.13	1464
CC(O)(CS(=O)(=O)Cc1cccc(C(F)(F)F)c1)C(=O)Nc1cccc(C(F)(F)F)c1 (stereo not given)	/	/	19.6%	1.5	1.3	10.5	i	26.6	i	39.1	/	/	28.9%	1.1	/	/
COc1cc(C(=O)NCC(c2cccs2)N(C)C)cc(Cl)c1OC(C)C (stereo not given)	-1.7	1017	-1.5%	5.2	2.2	8.6	i	-0.2	i	45.5	-4.8	682	-4.5%	1.2	-0.05	1480
O=C(CSc1nnc2ccccn12)Nc1ncc(Cl)cc1Cl	/	/	-9.6%	1.3	1.1	8.2	i	-0.3	i	35.2	/	/	-0.6%	1.1	-0.36	939
CCOCCCn1c(=NC(C)=O)c(C#N)cc2c(=O)n3ccccc3nc21	-0.1	1110	/	/	/	/	/	/	i	15.8	1.7	697	/	/	-0.34	1281
Cc1ccc(S(=O)(=O)N(C)CC(=O)N2CCCC2)cc1	1.1	993	-10.0%	3.0	1.7	8.2	i	-2.8	i	56.7	-6.4	762	-12.1%	1.1	/	/
CCC(C)NC(=O)C1(NC(=O)Nc2ccccc2)CCCCC1 (stereo not given)	-4.5	1129	-3.5%	2.6	1.3	4.6	i	-3.2	i	32.1	3.5	723	-4.0%	1.2	-0.19	1312
CCOc1ccc(C(=O)NNC2CC(=O)N(Cc3ccc(Cl)cc3)C2=O)cc1OC (stereo not given)	7.0	906	18.6%	2.8	1.6	5.7	i	-2.7	i	35.3	-2.6	679	-0.4%	1.1	0.11	1629
Cc1[nH]c2ccc(F)cc2c1CCN(Cc1ccco1)C(=S)NC(C)(C)C	-0.9	1063	9.6%	1.2	1.0	3.8	i	12.5	i	27.3	-38.6	691	13.1%	1	-0.37	1108
SMILES	bCat nuc transl	bCat nuc transl cell count 5 µM	PMI inhibition	MT stabilizer	MT stabilizer Hoechst-high %	MT stabilizer cytotoxicity %	Autophagy HCS	Autophagy HCS cell loss 18 h	T cell modulator	T cell modulator vesicle-bound %	Lipid droplet	Lipid droplet cells 6.5 µM	PMI inhibitors	TNAP activation fold	Ins promoter up	Ins promoter up cell count
CCN(CC)S(=O)(=O)c1cccc(-c2n[nH]c(=S)n2CC(C)C)c1	-2.1	1170	-0.9%	2.1	1.8	7.2	i	20.9	i	29.5	3.2	707	-4.7%	1.1	0.24	1340
COC(=O)c1ccc(C2NC(C(=O)O)CS2)cc1 (stereo not given)	-2.1	1138	2.2%	0.8	1.5	9.0	i	2.7	i	24.9	7.3	742	0.2%	1.1	-0.87	1188
Cc1ccc(C(=O)N[C@H](C(=O)Nc2cc(Cl)cc(Cl)c2)C(C)C)cc1	-2.4	1004	-5.2%	2.4	2.9	7.1	i	0.1	i	46.8	6.6	703	4.6%	1	0.45	1428
CC(C)CC1c2[nH]c3ccccc3c2CCN1CCCn1cccn1 (stereo not given)	0.4	1174	-2.0%	3.7	1.6	5.5	i	7.4	i	27.0	-1.6	627	2.5%	1.1	0.72	1458
CCS(=O)CC(=O)Nc1c(-c2ccccc2)oc2ccccc2c1=O (stereo not given)	-0.6	1374	/	/	/	/	/	/	i	45.8	-1.9	691	/	/	-0.06	1137
CC1CN(c2nc3ccccc3nc2C(C#N)C(=O)NC2CCCCC2)CC(C)O1 (stereo not given)	/	/	6.0%	/	/	/	/	/	i	12.9	/	/	1.0%	0.8	0.47	1327
O=c1c2c3c(sc2nc(N2CCNCC2)n1-c1cccc(Cl)c1)CCCCC3	0.2	1226	/	/	/	/	/	/	i	1.4	3.1	732	/	/	-0.2	640
Cc1ccc(O)c(C2=Nc3ccccc3C2(C)C)c1	-3.1	1062	-6.5%	5.6	3.5	4.6	i	-4.4	i	20.5	2.4	637	-5.1%	1.1	0.74	1237
COc1ccc(-n2nnnc2Sc2ccc(S(=O)(=O)N3CCOCC3)cn2)cc1	-1.9	804	-13.1%	/	/	/	/	/	i	41.9	/	/	-0.7%	1.1	0.38	1327
COc1ccc(C2C(C#N)=C(C)NC(C)=C2C#N)c(OC)c1	-2.0	1114	-3.7%	2.8	2.3	3.6	i	12.8	i	20.3	0.0	719	-10.5%	1.2	/	/
N/C(=N\OC(=O)c1cc([N+](=O)[O-])ccc1Cl)c1ccccn1	1.2	1324	/	/	/	/	/	/	i	26.4	30.2	714	/	/	0.48	1195
COc1cc(C(=O)Nc2nc3ccc(S(C)(=O)=O)cc3s2)cc(OC)c1C	0.6	1099	/	/	/	/	/	/	i	35.9	1.7	687	/	/	-0.25	1543
CCOC(=O)N1CCN(Cc2nc(Cc3cccc(F)c3)no2)CC1	-1.5	891	-1.1%	2.3	1.9	3.9	i	9.0	i	40.9	-3.3	744	-6.3%	1.1	0.27	1407
CCOC(=O)N1CCN(C(=S)NC(C)(C)C)CC1	/	/	-8.0%	3.5	3.2	4.7	i	-13.7	i	21.7	-5.9	719	-0.5%	1.1	/	/
CCNc1nc(OCCNS(=O)(=O)c2cc(C)ccc2C)nc(N(C)C)n1	-6.3	1040	-3.6%	4.2	1.9	2.7	i	-41.2	i	15.1	/	/	-3.1%	1.1	-0.53	1142
O=C(CSc1nc(-c2ccco2)cc(C(F)(F)F)n1)Nc1ccccc1C(F)(F)F	1.6	1176	-2.1%	2.0	2.2	14.7	i	10.0	i	41.8	-22.6	680	-13.3%	1	0.27	1266
